High-throughput results (PubChem BioAssay)
Furin inhibitor – human furin inhibitors, primary screen, biochemical, fluorescence intensity. P09958. purified furin, fluorogenic substrate cleavage. inhibition, % at 30 µM. 0.061% of 220,000 active; in the data active means inhibition above about 25%; further: inactives centre near -15
Calpain2 inh – inhibitors of pig calpain II, primary screen, biochemical, fluorogenic peptide substrate, 1536-well; purified calpain II, 30 min; inhibition, % at 16 µM; 0.37% of 220,000 active; AID 1236, 2008;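 active means inhibition above about 50%, limit read from the data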
hK5 inh – human KLK5 protease inhibitors, primary screen, biochemical, 1536-well; Kallikrein-5 (Homo sapiens), Q9Y337; recombinant hK5, fluorogenic AMC substrate cleavage; inhibition, % at 5 µM; 0.59% of 210,000 active; AID 873, 2007;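 active means inhibition of 40% or more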;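 further: 0% = enzyme controls without compound and 100% = no-enzyme blanks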
FXIa inh – human FXIa protease inhibitors, primary screen, biochemical, 1536-well. Coagulation factor XI (Homo sapiens), P03951. 0.14% of 220,000 active. purified FXIa, Boc-Glu-Ala-Arg-AMC fluorogenic substrate. inhibition, % at 5 µM;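 active means inhibition of at least 40%; inactive means inhibition below 40%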;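 further: fluorescence of freed AMC excited at 355 nm; 0% = enzyme without compound and 100% = no enzyme blank; many of its hits are not listed in these tables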
PERK inh – block of dimerizer-induced PERK translation repression, primary screen, PERK inhibitor project, CHO PERK-DD cells, SEAP luminescence, HTS; inhibition, % at 5.6 µM; CHO PERK-DD fusion, SEAP luminescence translation reporter; 0.17% of 220,000 active; Eukaryotic translation initiation factor 2-alpha kinase 3 (Homo sapiens), Q9NZJ5;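 active means inhibition above the mean inhibition of all tested compounds plus 3 SD, set separately per screening campaign, cut at about 2.9% in these data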;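 further: PERK kinase domain activated by AP20187 dimerizer at 100 nM; 0% = DMSO with dimerizer and 100% = rapamycin at 8.4 µM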
Target sequence (Q9NZJ5 whole entry, looked up, the tested form may be a part): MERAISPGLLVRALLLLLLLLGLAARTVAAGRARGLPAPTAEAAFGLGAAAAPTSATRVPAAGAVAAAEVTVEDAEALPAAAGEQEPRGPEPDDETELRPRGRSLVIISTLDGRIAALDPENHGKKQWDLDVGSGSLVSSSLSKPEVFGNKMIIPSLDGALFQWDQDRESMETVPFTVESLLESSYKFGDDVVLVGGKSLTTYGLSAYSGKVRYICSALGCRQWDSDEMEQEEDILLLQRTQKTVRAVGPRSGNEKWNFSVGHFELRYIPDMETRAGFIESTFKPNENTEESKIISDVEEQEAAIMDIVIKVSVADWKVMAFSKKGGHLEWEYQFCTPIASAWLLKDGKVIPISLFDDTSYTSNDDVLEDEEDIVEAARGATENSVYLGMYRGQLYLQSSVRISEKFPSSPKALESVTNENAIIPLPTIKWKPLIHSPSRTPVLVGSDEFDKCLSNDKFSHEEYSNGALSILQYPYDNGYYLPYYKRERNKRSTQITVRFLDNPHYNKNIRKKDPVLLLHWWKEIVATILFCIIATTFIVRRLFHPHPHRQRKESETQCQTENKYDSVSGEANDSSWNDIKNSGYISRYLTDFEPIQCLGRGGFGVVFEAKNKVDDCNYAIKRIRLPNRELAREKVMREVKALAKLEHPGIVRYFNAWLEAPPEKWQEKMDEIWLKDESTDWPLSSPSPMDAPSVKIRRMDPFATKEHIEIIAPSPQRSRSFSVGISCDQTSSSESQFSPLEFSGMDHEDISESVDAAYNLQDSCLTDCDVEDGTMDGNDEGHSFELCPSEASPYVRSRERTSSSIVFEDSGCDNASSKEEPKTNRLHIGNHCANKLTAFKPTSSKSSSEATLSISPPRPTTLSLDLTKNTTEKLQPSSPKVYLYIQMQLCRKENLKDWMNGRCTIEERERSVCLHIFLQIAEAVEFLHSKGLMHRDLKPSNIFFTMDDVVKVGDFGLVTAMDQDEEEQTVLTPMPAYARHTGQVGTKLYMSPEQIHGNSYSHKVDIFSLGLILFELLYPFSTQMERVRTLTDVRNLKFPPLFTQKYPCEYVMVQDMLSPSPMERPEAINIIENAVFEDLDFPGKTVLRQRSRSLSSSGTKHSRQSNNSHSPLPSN
Cl transport mod – KCC2 cotransporter modulators, thallium flux, primary screen, cell-based, HEK293 KCC2, FluoZin-2 fluorescence, MLSMR; Solute carrier family 12 member 5 (Homo sapiens), Q9H2X9; KCC2 cells, thallium flux FluoZin-2 fluorescence; B-score of Tl+ flux slope (higher = more flux/activation; lower = inhibition) at 10 µM; 2.2% of 190,000 active; AID 1456, 2008;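 active means thallium flux slope and its plate-corrected score both differing from the plate sample mean at a set confidence after two filtering rounds, in either direction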;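 further: slope of fluorescence scaled to starting intensity during 10 to 20 s after thallium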
FXIIa inh 1536 – human FXIIa protease inhibitors, primary screen, biochemical, 1536-well; purified FXIIa, Boc-QGR-AMC fluorogenic substrate, 2 h; Coagulation factor XII (Homo sapiens), P00748; 0.3% of 220,000 active; inhibition, % at 5 µM; in the data active means inhibition above about 40%;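 further: 0% = enzyme with no compound and 100% = blank without enzyme; many of its hits are not listed in these tables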
Rad51 HR inh – human RAD51 strand exchange inhibitors, primary screen, biochemical, fluorescence; 0.085% of 200,000 active; DNA repair protein RAD51 homolog 1 (Homo sapiens), Q06609; inhibition, % at 10 µM; hRad51 DNA strand exchange, fluorescence dequenching;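 active means inhibition above 40% at the single screening dose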;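 further: 0% = DMSO control wells and 100% = blanks with heterologous ssDNA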
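Test system: preformed human Rad51 ssDNA filaments; also added: Donor/quencher-labelled 47-bp dsDNA substrate; doses: 10 µM final, single point; times: 37 °C 15-min filament assembly, 30-min compound preincubation, 15-min exchange; detection: FRET fluorescence dequenching, excitation 485 nm, emission 520 nm; read-out basis: Fluorescence-based percent inhibition, control- and blank-normalised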
thrombin 1536 – human alpha-thrombin inhibitors, primary screen, counter-screen for coagulation protease inhibitor project, biochemical, 1536-well, fluorogenic AMC substrate; inhibition, % at 5 µM; Boc-VPR-AMC fluorogenic substrate cleavage; AID 1046, 2008; 0.26% of 220,000 active;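 active means inhibition at or above 40%; inactive means inhibition below 40%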;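 further: 0% = enzyme with no compound and 100% = wells without enzyme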
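Material: human alpha-thrombin protein. Incubation: reaction at ambient temperature. Technique: fluorescence of released AMC, ex 355 nm, em 460 nm. Control set: no-compound enzyme wells and no-enzyme blanks. Also added: Boc-VPR-AMC substrate, 15 µM final. Buffer or medium: pH 7.5 Tris (50 mM) with NaCl 150 mM, Tween 20 0.05%.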
Active calls of the source: *; i = inactive; . = no result given; [ ] = another dose, or the depositor's remark. Only part of the results is shown; count on the stated rates, not on these rows.

SMILES	Furin inhibitor	Calpain2 inh	hK5 inh	FXIa inh	PERK inh	Cl transport mod	FXIIa inh 1536	Rad51 HR inh	thrombin 1536
O=C(OCC(=O)N1CCCc2ccccc21)c1cccnc1Cl	-20	-2	-1	6	0.4	-0.39	7	2	-5
Cc1cccc(CN2CCN(Cc3cccc4nonc34)CC2CCO)n1 (centres undefined)	-26	-34	-6	-6	0.5	-0.036	1	0	-14
C=CCn1c(-c2cccc(OC)c2)n[nH]c1=S	-33	-13	-4	-1	1.7	0.13	-2	4	-4
Cn1cnnc1SCC(=O)Nc1ccccc1Oc1ccccc1	-19	7	-2	0	-0.3	-0.96	5	2	-2
COCCOC(=O)c1c(C)oc2ccc(OS(C)(=O)=O)cc12	-23	-14	1	-4	0.6	-0.11	6	3	-15
CCOc1ccccc1NC(=O)c1ccc([N+](=O)[O-])cc1	-8	-9	3	4	0.9	0.69	7	-18	.
Cc1ccc(-n2ncc(Cl)c2C(=O)NC2CC2)cc1	-2	16	.	8	0.9	-0.0047	13	-2	-6
COc1ccc(C(=O)Nc2ccc3c(c2)OCCO3)cc1	-13[20 µM]	-7	-2	6	1.5	-0.28	14	-6	3
Cn1c(N/N=C\c2cccc(O)c2)cc(=O)n(C)c1=O	-7	23	-16	-4	-0.2	0	4	.	-9
Cc1cc(C(=O)OCC(N)=O)c(C)n1-c1ccccc1	-23	0	-4	-3	1.5	0.75	0	2	-8
CCOC(=O)N1CCC(NC(=O)Cn2ncc3c2-c2cc(C)ccc2OC3)CC1	-29	-28	-1	-2	-0.7	.	1	-3	-1
CCCCC(=O)Nc1ccccc1Oc1ccccc1	-7	19	-8	-6	1.7	-0.7	7	-6	-6
Cc1ccc(/C([O-])=C(/C(=S)NCc2ccco2)[n+]2ccccc2)cc1	8[20 µM]	-17	-11	7	1.8	-0.08	29	7	7
CCCCNC(=O)Nc1ccc(C2SCCS2)cc1	-7	19	60*	6	-0.7	-0.25	11	-1	20
Cc1cccc(C)c1NC(=O)c1cccc2c1-c1ccccc1C2=O	-14	-1	-9	10	1.3	0.28	9	-1	-3
CC(=O)Nc1cccc(Oc2cc(C#N)c(C#N)cc2N2CCOCC2)c1	-15[20 µM]	-15	-12	-1	-0.7	.	6	-4	-15
CCOC(=O)C1CCN(CC(O)COc2ccc(C(C)(C)C)cc2)CC1 (centres undefined)	-12	1	5	8	-1.2	0.14	16	-3	1
C=CCNC(=S)NNC(=O)CC12CC3CC(CC(C3)C1)C2	-13	4	-10	2	1.8	0.96	6	.	-1
O=C(CN1CCCCC1)N1CCN(S(=O)(=O)c2ccccc2)C1	-9	-6	.	3	1.5	0.57	9	.	0
Cc1[nH]c(=S)c(C#N)c(C)c1Cc1ccccc1	-22	-10	2	2	0.6	.	9	.	-2
Cc1cc(Br)ccc1OCCn1ccnc1	-15	1	-18	1	0.7	0.2	3	-3	-10
O=C(O)C1C2C=CC(C2)C1C(=O)Nc1ccc2c(c1)OCCO2 (centres undefined)	-16[20 µM]	5	-12	3	-1.1	-0.2	10	0	-5
O=C(Nc1ccc(Cl)cc1)NC1(C(=O)NCCCN2CCOCC2)CCCCC1	-27	-7	-2	5	1.0	-0.006	-8	-2	3
Cc1nn(Cc2ccc(Cl)cc2)c(C)c1NC(=O)c1c(-c2ccccc2)noc1C	-14[20 µM]	2	-9	2	-1.5	0.31	9	0	1
CC12CCC(C/C1=N\OC(=O)c1ccc(F)cc1)C2(C)C (centres undefined)	-20[20 µM]	-1	3	9	0.2	-0.39	14	-7	1
O=c1[nH]c(CSc2ncnc3sccc23)nc2cc(C(F)(F)F)ccc12	-6	2	31	1	1.3	1.1	10	-17	0
Cc1ccc(C(=O)OCC(=O)NCCC2=CCCCC2)s1	-6	-23	-10	3	1.7	0.94	11	7	-12
COc1cc2c(cc1OC)C1=NC(=O)CN1C(SCc1ccccc1C)=N2	-15[20 µM]	i	-12	8	0.2	-0.37	14	-5	3
Cc1nc(-c2cccs2)sc1C(=O)O	-6	-32	2	2	0.1	0.81	10	.	3
Cc1nnc(-c2cnn(-c3ccccc3)c2N)n1Cc1cccc(C(F)(F)F)c1	-10[20 µM]	4	2	2	0.1	0.0076	-1	-4	-1
COC(=O)c1ccccc1SC1CC(=O)N(c2ccccc2)C1=O (centres undefined)	-6	1	-1	2	0.9	0.33	8	-17	-5
O=C(NCc1ccco1)C1CCCN1C(=O)Nc1ccccc1 (centres undefined)	-12	-31	-25	-2	0.9	-0.47	20	7	7
COc1ccc(-c2nnc3ccc(SCC(N)=O)nn23)cc1OC	-31	25	-16	-8	0.2	-0.041	10	2	4
O=S(=O)(c1cccc(-c2nc3n(n2)Cc2ccccc2-3)c1)N1CCCCC1	-24	10	-29	4	0.8	.	12	-10	-4
CC(C)CCN(C(=O)Nc1ccc(Cl)cc1)C1CCN(C(C)C)CC1	-16	-4	1	0	0.7	-0.15	5	-1	-9
Cc1c(O)nc(SCC(=O)Nc2ccc3c4c(cccc24)CC3)n(-c2ccccc2)c1=O	-18	-21	-16	-4	0.1	-1.1	5	-7	-9
COC(=O)c1ccccc1NC(=O)CSc1n[nH]c(C)n1	4[20 µM]	-15	-9	4	-0.8	-0.21	8	-8	-1
COc1ccc(NC(=O)CC23CC4CC(C2)CC(n2nnc(C)n2)(C4)C3)cc1	-6	9	-14	-8	-0.3	0.15	1	-13	-3
CCN(CC)CCCNC(=O)Cc1c(C(=O)O)n(C)c2ccccc12	-13[20 µM]	9	-6	-7	1.3	1.6	-2	2	-4
CCOC(=O)N/N=C/c1cc(C)n(-c2ccccc2)c1C	-11	4	-5	4	0.5	1.7	10	.	1
CN1CCN(CCCCC(=O)c2ccccc2)CC1	-15[20 µM]	-13	2	3	0.9	-0.28	13	.	-2
COc1ccc(-c2nsc3c(N4CCCCC4C)ncnc23)cc1 (centres undefined)	-16	-1	25	3	0.4	.	11	-7	10
COc1ccc(C)cc1-n1c(-c2ccncc2)n[nH]c1=S	-19[20 µM]	-3	-4	20	-1.1	1.8	16	-2	7
CC(=O)Nc1ccc(NC(=O)C(C)OC(=O)c2ccccc2C(=O)c2ccc(Cl)c([N+](=O)[O-])c2)cc1 (centres undefined)	-10	9	-11	12	0.6	-0.25	10	-2	-1
Cc1ccc(C(=O)Nc2ccc(Br)c(C(F)(F)F)c2)cc1	-11	14	-9	4	0.3	0.22	16	0	1
CC(=O)N(Cc1ccc(Br)cc1)c1cccc(C)c1C	-19	9	2	3	1.2	-1.4	11	3	-3
CCOC(=O)C1(C)/C(=N/Nc2ccccc2)C(=O)C(=O)N1c1ccccc1 (centres undefined)	-9[20 µM]	-3	-7	-1	-0.4	-1.8	3	1	0
CN(C)S(=O)(=O)c1ccc(NC(=O)CN2CCOCC2)cc1	-25	-3	6	1	0.4	-0.54	14	4	4
Cc1cccc(C)c1NC(=O)CS(=O)CC(=O)NCCCc1ccccc1 (centres undefined)	-2[20 µM]	11	3	11	-0.2	-1.1	9	3	4
O=C(NCCc1ccccc1)C1CCN(C2CCN(Cc3ccc(CO)o3)CC2)CC1	-34	-40	-2	-4	1.1	1.4	6	0	-5
CCCCCn1c(SCc2cccc(C)c2)nc2c1c(=O)[nH]c(=O)n2C	-20	19	5	5	.	-0.35	14	1	-3
CCOC(=O)c1[nH]c(C(=O)O)c(OC(=O)CC)c1C	-27	2	0	10	2.1	0.047	4	-1	-2
N#CC1=C(N)Oc2ccc3ccc(O)cc3c2C1c1ccsc1 (centres undefined)	-14	22	-121	1	0.3	-2.8	19	-81	5
CCN1CCCC(Sc2nc3c([nH]2)c(=S)n(C)c(=O)n3C)C1 (centres undefined)	-1	-13	-1	0	0.0	.	7	8	-1
Cc1noc(C(F)(F)F)c1C(=O)NNC(=O)c1ccccc1	-18	-3	-3	0	1.9	1	3	17	-6
CCOCCCNC(=O)c1cccs1	-11	9	42*	13	1.6	-0.19	22	-3	22
CCn1c(SCC(=O)N2CCOCC2)nc2ccccc21	-14	16	-11	-1	-0.1	0.24	7	-9	-8
COc1cc(/C=N/Nc2ccc(S(N)(=O)=O)cc2[N+](=O)[O-])cc(OC)c1O	-9	-23	-5	0	-0.5	-0.91	5	12	-3
COn1c(SCC(N)=O)nc2ccccc2c1=O	-29	-58	-25	-7	1.1	.	13	-2	-14
O=Cc1cn(CC(=O)Nc2ccc(F)cc2)c2ccccc12	-21	-23	3	3	1.7	0.001	5	-15	4

Part of the list above, bar-delimited:
smiles | Furin inhibitor | Calpain2 inh | hK5 inh | FXIa inh | PERK inh | Cl transport mod | FXIIa inh 1536 | Rad51 HR inh | thrombin 1536
CCOC(=O)C1(C)/C(=N/Nc2ccccc2)C(=O)C(=O)N1c1ccccc1 (centres undefined) | -9[20 µM] | -3 | -7 | -1 | -0.4 | -1.8 | 3 | 1 | 0
CN(C)S(=O)(=O)c1ccc(NC(=O)CN2CCOCC2)cc1 | -25 | -3 | 6 | 1 | 0.4 | -0.54 | 14 | 4 | 4
Cc1cccc(C)c1NC(=O)CS(=O)CC(=O)NCCCc1ccccc1 (centres undefined) | -2[20 µM] | 11 | 3 | 11 | -0.2 | -1.1 | 9 | 3 | 4

Part of the list above, showing only FXIIa inh 1536 and Calpain2 inh.
compound | FXIIa inh 1536 | Calpain2 inh
COc1cc2c(cc1OC)C1=NC(=O)CN1C(SCc1ccccc1C)=N2 | 14 | i
CCn1c(SCC(=O)N2CCOCC2)nc2ccccc21 | 7 | 16

(listing goes on)
SMILES	Furin inhibitor	Calpain2 inh	hK5 inh	FXIa inh	PERK inh	Cl transport mod	FXIIa inh 1536	Rad51 HR inh	thrombin 1536
Fc1ccccc1C(c1nnnn1C1CCCC1)N1CCN(Cc2ccccc2)CC1 (centres undefined)	-18[20 µM]	18	-9	-4	-0.1	.	4	.	-3
COC(=O)C1CCN(C(=O)c2cc(OC)c(OC)c(OC)c2)CC1	-25	-18	2	-1	0.1	0.49	5	2	6
COc1ccc2c(c1)-c1c(ssc1=S)C(C)(C)N2S(=O)(=O)c1ccc(C)cc1	-12	32	-5	1	-0.5	-3.4	10	-7	-3
CCCc1nc2c(sc3nc4c(cc32)COC(C)(C)C4)c(=O)n1CCN(CC)CC	-17	6	-3	-8	-0.6	-0.022	8	-6	-2
CCc1ccc(-c2cc(-c3n[nH]c(=S)n3CC)c3ccccc3n2)cc1	-29	-51	-3	9	-1.1	2.4	11	.	-2
Cc1ccc(-n2c(-c3ccco3)n[nH]c2=S)cc1	-31	-3	7	0	1.2	0.87	4	4	-2
Cc1ccc(C(=O)NCC(=O)Nc2ccc(C)c(S(=O)(=O)Nc3ccc(Cl)cc3)c2)s1	-17	-32	-7	-3	0.1	0.25	6	6	-1
CN(C)S(=O)(=O)c1ccc2nc(NC(=O)c3cccs3)sc2c1	-8[20 µM]	-20	-16	6	-0.6	0.45	4	1	9
COc1ccc(NC(C)C(=O)N/N=C/c2ccccc2OCc2ccc(Br)cc2)cc1 (centres undefined)	13[20 µM]	-27	-12	5	0.5	0.91	12	6	3
